Source: PubChem (several laboratories)
RTF Ca sens act – cardiac RTF calcium sensitivity activators, primary screen, biochemical, IANBD-TnC fluorescence, EC20 calcium; Troponin I, cardiac muscle (Homo sapiens) + Troponin T, cardiac muscle (Homo sapiens) + …; IANBD-labeled TnC RTF fluorescence at EC20 calcium; 0% EC20 calcium, 100% full calcium; activation, % at 7.2 µM; hit rate 0.24% among 340,000;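 active = activation above the mean over all tested compounds plus 3 SD, cut at about 30% in these data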;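 note: rise in fluorescence read as greater calcium sensitivity of cardiac thin filaments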
CAL PDZ FP – untagged CAL PDZ binding inhibitors, primary screen, biochemical, fluorescence polarization, HTS | Golgi-associated PDZ and coiled-coil motif-containing protein (Homo sapiens), Q9HD26 | purified CAL PDZ, TMR-peptide fluorescence polarization, 1 h | inhibition, % at 24.9 µM | hit rate 0.92% among 300,000;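 active = mean inhibition of at least 30% with at least half of replicates also reaching 30%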;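 note: 0% = DMSO neutral control and 100% = excess unlabeled competitor peptide PRC23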
HTR5A ag – HTR5A agonists in luminescence cell assay, primary screen, counter-screen for OPRM1-OPRD1 heterodimer agonist project, full-deck HTS; AID 504692, 2011; activation, % at 9.3 µM; cell-based; hit rate 0.61% among 340,000; in the data active = activation mostly above about 9.5%, no sharp cut-off; inactive = mostly below about 7.6%;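 note: 0% = cells with vehicle only and 100% = reference agonist; strong numbers were not always called active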
HTR5A inv ctr – HTR5A inverse agonists in luminescence cell assay, primary screen, counter-screen for OPRM1-OPRD1 heterodimer inverse agonist project, full-deck HTS | AID 504634, 2011 | 5-hydroxytryptamine receptor 5A (Homo sapiens), P47898 | inhibition, % at 9.3 µM | hit rate 0.083% among 340,000 | HTR5A cell line, inverse agonism; in the data active = inhibition mostly above about 23%, no sharp cut-off; inactive = mostly below about 18%;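 note: 0% = cells with DMSO and 100% = no-cell wells with DMSO; some compounds called inactive have numbers as strong as hits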
MOR-DOR ag – agonists of OPRM1-OPRD1 heterodimerization, primary screen, cell-based, luminescence; cells; activation, % at 9.3 µM; hit rate 0.3% among 340,000; in the data active = activation above about 18%;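 note: 0% = vehicle-treated cells and 100% = reference agonist; values of inactives mirror those of a sister screen read the other way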
Target sequence (P35372 whole entry, looked up): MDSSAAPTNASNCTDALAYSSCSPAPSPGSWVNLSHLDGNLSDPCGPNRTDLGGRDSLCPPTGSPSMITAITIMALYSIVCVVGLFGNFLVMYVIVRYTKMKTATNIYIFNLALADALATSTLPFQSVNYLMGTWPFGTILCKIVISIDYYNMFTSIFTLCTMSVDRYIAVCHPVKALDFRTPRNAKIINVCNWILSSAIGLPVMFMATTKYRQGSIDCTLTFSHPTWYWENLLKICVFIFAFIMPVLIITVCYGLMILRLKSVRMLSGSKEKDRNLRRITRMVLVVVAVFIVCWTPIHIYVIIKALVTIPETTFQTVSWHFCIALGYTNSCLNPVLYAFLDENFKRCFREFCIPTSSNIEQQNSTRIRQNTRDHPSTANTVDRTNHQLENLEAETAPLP
Target sequence (P41143 whole entry, looked up): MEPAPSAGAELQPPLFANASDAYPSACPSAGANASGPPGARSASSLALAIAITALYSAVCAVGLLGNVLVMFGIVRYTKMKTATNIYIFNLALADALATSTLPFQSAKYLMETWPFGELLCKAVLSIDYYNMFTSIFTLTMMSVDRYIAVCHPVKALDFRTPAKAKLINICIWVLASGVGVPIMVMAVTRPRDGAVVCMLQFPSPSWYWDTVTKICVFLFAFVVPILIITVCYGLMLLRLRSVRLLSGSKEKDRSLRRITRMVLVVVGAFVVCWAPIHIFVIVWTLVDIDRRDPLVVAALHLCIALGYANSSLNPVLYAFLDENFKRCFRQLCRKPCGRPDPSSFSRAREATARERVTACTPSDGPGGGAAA
Keap1 Nrf2 FP – Keap1-Nrf2 protein-protein interaction inhibitors, primary screen, biochemical, fluorescence polarization, single point; hit rate 0.15% among 340,000; Keap1 Kelch-Nrf2 peptide fluorescence polarization, 1536-well; inhibition, % at 9.4 µM; Kelch-like ECH-associated protein 1 (Homo sapiens), Q14145; in the data active = inhibition above about 12%;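 note: human Keap1 Kelch domain with fluorescein labeled Nrf2 9mer peptide probe; 0% = neutral control wells and 100% = peptide positive control; higher means more block of Keap1 binding to Nrf2 peptide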
OPRM1-OPRD1 inv – inverse agonists of MOR-DOR heterodimerization, primary screen, cell-based, luminescence; hit rate 0.21% among 340,000; cell-based MOR-DOR heterodimer luminescence, inverse agonism; AID 504357, 2011; inhibition, % at 9.3 µM; in the data active = inhibition above about 22%, passing the limit was not always enough;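 note: 0% = cells with DMSO and 100% = wells without cells with DMSO; values of inactives mirror those of a sister screen read the other way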
RTF Ca sens inh – cardiac RTF calcium sensitivity inhibitors, primary screen, biochemical, IANBD-TnC fluorescence, EC70 calcium; Troponin I, cardiac muscle (Homo sapiens) + Troponin T, cardiac muscle (Homo sapiens) + …; IANBD-labeled cardiac RTF, Ca2+ fluorescence; inhibition, % at 7.15 µM; hit rate 0.12% among 340,000; AID 493244, 2011;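 active = inhibition above the mean inhibition of all tested compounds plus 3 SD, cut at about 17% in these data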;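 note: assay run at fixed EC70 calcium of 1.6 mM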
V-ATPase pH – regulators of yeast V-ATPase proton pumping, primary screen, pHLuorin cytosolic pH fluorescence; S. cerevisiae; hit rate 0.37% among 350,000; response, % at 10 µM; AID 504577, 2011; in the data active = response mostly above about 7.3%, no sharp cut-off; inactive = mostly below about 5.4%; note: actives read high; inactives centre near 0; some compounds called inactive have numbers as strong as hits; reference of the scale not given here
LANA DNA inh – inhibitors of KSHV C-LANA binding to DNA, primary screen, biochemical, fluorescence polarization, FAM-LBS DNA, MBP-C-LANA, single point | Kaposi's sarcoma herpesvirus LANA C-terminal domain (residues 932-1162) DNA binding | AID 504423, 2011 | inhibition, % at 9 µM | hit rate 0.078% among 340,000;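 active = highest replicate inhibition at or above 60% at 9 µM, even if other replicates fall short; inactive = all replicates below 60% inhibition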;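 note: 0% = neutral control wells and 100% = 4 µM acridine orange control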
Starred values were filed as active, the others as inactive; / = not tested or not shown. No enrichment for hits, and some 2.8% of all compounds hit somewhere here.

nr	molecule	RTF Ca sens act	CAL PDZ FP	HTR5A ag	HTR5A inv ctr	MOR-DOR ag	Keap1 Nrf2 FP	OPRM1-OPRD1 inv	RTF Ca sens inh	V-ATPase pH	LANA DNA inh
1	COCC1CCN(C(=O)c2cc(COc3cccc4cnccc34)on2)CC1	-2	4	3	-24	-0.9	1	5	5	1	1.4
2	Cn1c(-c2ccccc2)cnc1SCC(=O)NCc1ccco1	3	-6	-1	3	1.1	2	-7	2	-1	0.0
3	COc1ccc(/C=N/NC(=O)CN2CCSCC2)c(OC)c1	1	3	-1	-14	-0.6	0	3	-4	2	0.1
4	CCn1c(CSc2nnc(C)n2-c2ccccc2)nc2cc(S(=O)(=O)N(C)C)ccc21	2	-1	2	-5	-2.1	-2	13	-11	0	-0.3
5	O=C(CCC(=O)OCC(=O)c1ccc(F)cc1)NC1CCCCC1	0	-2	-1	26	-1.6	-2	9	1	-2	1.2
6	O=C(COc1ccc(C(=O)c2ccccc2)cc1)NCC(=O)Nc1ccccc1Br	0	0	-2	4	-1.0	-2	7	6	1	-2.1
7	O=C(NCc1cc(C(F)(F)F)cc(C(F)(F)F)c1)C1CC(c2ccccc2[N+](=O)[O-])=NO1 (stereo unspecified)	-10	-2	8	-21	-0.3	0	2	-4	-3	-1.0
8	COc1ccc(CCNC(=O)CN(c2ccc(OC)cc2)S(C)(=O)=O)cc1	1	-4	-1	15	-0.1	-1	1	-10	-3	0.9
9	CCOC(=O)N1N=C(c2ccccc2)CC1(O)C(F)(F)F (stereo unspecified)	-4	3	2	1	-1.1	-5	5	0	1	-3.7
10	COc1ccc(NC(=O)Nc2ccc3c(c2)C(=O)N([C@H](C)CO)C[C@H](C)[C@@H](CN(C)C(=O)Nc2c(C)noc2C)O3)cc1	3	-1	8	-6	-3.7	-2	17	6	3	-3.2
11	COc1cccc(N(CC(=O)NC2CCCCC2)C(=O)c2snc(C(N)=O)c2N)c1	-1	-6	5	-13	-1.8	4	11	-5	1	-0.4
12	Cc1c(C(=O)OCCOC(C)C)[nH]c2c1C(=O)CC(C)(C)C2	-3	-3	-4	11	-2.8	-8	14	-7	-1	1.3
13	CCOc1cc(C(=O)Nc2ccc(N3CCN(S(C)(=O)=O)CC3)cc2)cc(OCC)c1OCC	-1	4	3	11	-1.0	3	6	-6	-2	-0.2
14	CC1CN(Cc2c(O)ccc3c2oc(=O)c2ccccc23)CC(C)O1 (stereo unspecified)	1	2	0	14	-3.0	-2	15	-9	4	-1.3
15	FC(F)(F)c1ccc2c(c1)C1C=CCC1C(c1ccncc1)N2 (stereo unspecified)	3	3	1	14	3.3	1	-16	-19	0	0.2
16	COc1ccc(CC(=O)Nc2cccc(Cl)c2C)cc1S(=O)(=O)N1CCOCC1	1	-3	5	-12	2.0	-5	-8	-13	5	-0.1
17	Cc1ccc(NC(=O)C2Cc3ccccc3C(=O)O2)cc1 (stereo unspecified)	-5	3	2	-16	-2.0	-6	10	0	3	-0.1
18	Cc1nc(SCc2c(F)cccc2Cl)n[nH]1	7	/	2	3	-1.7	-4	9	-8	4	0.1
19	C=C(C)c1cccc(C(C)(C)NC(=O)N2CCN(c3ccccc3OC)CC2)c1	-1	-3	-4	10	-2.8	-1	17	-2	1	-2.9
20	COc1ccc(-c2cn3ccc4ccccc4c3n2)cc1	-9	-2	8	-45	-0.2	2	1	4	0	-0.5
21	CCOC(=O)CC(=O)CSc1n[nH]c(=O)[nH]c1=O	-1	7	2	-9	-2.8	-2	14	1	2	-0.5
22	CCCc1ccc2oc(C(=O)NCCN3CCCC(C(N)=O)C3)c(C)c2c1 (stereo unspecified)	-3	-4	-2	-6	0.0	-5	0	0	3	-1.8
23	CCC(C)Sc1ccc([C@H]2N[C@@](C)(C(=O)OC)[C@H]3C(=O)N(C)C(=O)[C@@H]23)cc1OC (stereo partly specified)	-7	0	2	-7	-0.6	4	3	-9	-1	0.1
24	O=[N+]([O-])c1cc(-n2cccc2)ccc1N1CCOCC1	6	-6	0	-29	-3.0	4	14	-2	-1	0.7
25	CN(CC(=O)Nc1ccc(Cl)c(C(F)(F)F)c1)C(=O)CCNC(=O)c1ccco1	-2	-3	-1	-5	-0.3	-6	2	-3	9	0.2
26	O=C(CC1C(=O)NCCN1C(=O)c1ccc(Cl)cc1)Nc1ccc(F)cc1 (stereo unspecified)	1	-1	2	-5	-3.9	-7	20	-3	5	0.4
27	O=C(Nc1ccccc1)C1CC(=O)N(Cc2ccccc2)C1 (stereo unspecified)	-3	1	-4	4	-0.3	-3	2	1	1	-1.8
28	Cc1ccccc1S(=O)(=O)Nc1ncnc2ccccc12	-3	-1	0	-20	-1.2	-3	7	-2	-1	0.8
29	COc1ccc(NC(=O)CC2(CC(=O)O)CCCC2)cn1	4	-1	1	-2	-0.5	-2	2	-4	-5	2.2
30	COC(=O)c1ccc(COc2ccc(/C=N/O)cc2OC)o1	7	/	3	-30	-0.5	-1	3	-3	0	-0.8
31	CCCCC(=O)NC1(C(F)(F)F)NC(=O)N(C)C1=O (stereo unspecified)	0	/	4	-8	-1.3	-3	7	-14	3	-0.3
32	Cc1cccc(C(=O)Oc2ccccc2C2C[C@]3(C)CC(=O)NC3N2C(=O)c2cccc(C)c2)c1 (stereo partly specified)	-5	-4	0	5	-2.3	0	12	-10	3	-0.7

Complete entries as entered above. Order of screens: RTF Ca sens act, CAL PDZ FP, HTR5A ag, HTR5A inv ctr, MOR-DOR ag, Keap1 Nrf2 FP, OPRM1-OPRD1 inv, RTF Ca sens inh, V-ATPase pH, LANA DNA inh
COC(=O)c1ccc(COc2ccc(/C=N/O)cc2OC)o1 is listed as 7, /, 3, -30, -0.5, -1, 3, -3, 0, -0.8
CCCCC(=O)NC1(C(F)(F)F)NC(=O)N(C)C1=O (stereo unspecified) is listed as 0, /, 4, -8, -1.3, -3, 7, -14, 3, -0.3

Among those listed so far, these have a CF3 group.
nr	molecule	RTF Ca sens act	CAL PDZ FP	HTR5A ag	HTR5A inv ctr	MOR-DOR ag	Keap1 Nrf2 FP	OPRM1-OPRD1 inv	RTF Ca sens inh	V-ATPase pH	LANA DNA inh
7	O=C(NCc1cc(C(F)(F)F)cc(C(F)(F)F)c1)C1CC(c2ccccc2[N+](=O)[O-])=NO1 (stereo unspecified)	-10	-2	8	-21	-0.3	0	2	-4	-3	-1.0
9	CCOC(=O)N1N=C(c2ccccc2)CC1(O)C(F)(F)F (stereo unspecified)	-4	3	2	1	-1.1	-5	5	0	1	-3.7
15	FC(F)(F)c1ccc2c(c1)C1C=CCC1C(c1ccncc1)N2 (stereo unspecified)	3	3	1	14	3.3	1	-16	-19	0	0.2
25	CN(CC(=O)Nc1ccc(Cl)c(C(F)(F)F)c1)C(=O)CCNC(=O)c1ccco1	-2	-3	-1	-5	-0.3	-6	2	-3	9	0.2
31	CCCCC(=O)NC1(C(F)(F)F)NC(=O)N(C)C1=O (stereo unspecified)	0	/	4	-8	-1.3	-3	7	-14	3	-0.3

Next part
nr	molecule	RTF Ca sens act	CAL PDZ FP	HTR5A ag	HTR5A inv ctr	MOR-DOR ag	Keap1 Nrf2 FP	OPRM1-OPRD1 inv	RTF Ca sens inh	V-ATPase pH	LANA DNA inh
33	COC(=O)CN(c1ccc(C)c(Cl)c1)S(C)(=O)=O	-2	0	-3	-15	-2.7	0	14	-12	-4	2.2
34	CC(=O)N1CCC(C(=O)Nc2nc(-c3ccccc3)ns2)CC1	-4	/	-5	17	0.3	1	-2	-7	3	-1.3
35	COc1ccc(C(=O)c2ccccc2)cc1	-2	-2	3	4	-2.6	-2	12	4	1	1.6
36	CCCC(=O)Nc1nc2ccc3nc(C)sc3c2s1	2	-3	2	-5	-0.3	1	2	-3	4	-0.6
37	COc1ccc(NC(=O)C2CCN(c3cc(C)nc(-c4ccccc4)n3)CC2)cc1	3	-3	2	9	-0.8	-5	5	-3	-1	1.3
38	O=C(OCC(=O)N1CCC(Cc2ccccc2)CC1)c1ccccc1	6	31*	3	-7	-1.7	-3	8	5	-3	1.2
39	Fc1ccccc1-c1nc2nc3ccccc3nc2n1CC1CCCO1 (stereo unspecified)	-4	0	-8	-6	-2.8	-2	14	6	1	2.3
40	C=CCOn1c(=O)c(-c2ccc(OC)c(OC)c2)[n+]([O-])c2ccccc21	2	0	-1	-2	-1.9	2	10	-6	-1	-2.8
41	CC(C)(O)/C=C/C[C@](C)(O)C1CC[C@]2(C)C1[C@H](O[C@H]1O[C@@H](CO)[C@H](O)[C@@H](O)[C@@H]1O)CC1[C@@]3(C)CC[C@H](O)C(C)(C)C3[C@@H](O)C[C@]12C (stereo partly specified)	1	0	11	-33	-2.4	-5	14	-3	0	-1.1
42	Cn1nc(C(F)(F)F)c(-c2cccc(C(F)(F)F)c2)c1NC(=O)c1ccco1	-1	-4	0	12	-0.9	3	5	-13	-2	0.2
43	CCOc1ccccc1N(C(=O)c1ccccc1Cl)C1=NC(C)(C)CS1	0	6	-1	2	-0.4	-2	2	-8	-1	-1.2
44	CCOC(=O)CN=C/C(C(=O)Nc1nccs1)=C(/C)O	12	-2	1	-2	-0.5	-3	3	6	-1	-1.1
45	COc1cccc(C(=O)Nc2nc3c(c(=O)[nH]2)CCCC3)c1	-4	-2	-2	-40	0.1	-1	0	-17	1	1.8
46	COc1cccc(NC(=O)C2CCN(c3cnccn3)CC2)c1	-5	-2	4	-11	-1.4	-2	11	-22	0	0.5
47	CN(Cc1ccccc1)C(=O)C1CCCN(Cc2cccc(Cl)c2)C1 (stereo unspecified)	5	1	1	-2	-2.1	-6	10	-12	1	0.3
48	O=[N+]([O-])c1ccc(Cl)c(-c2ccc(/C=N/c3c(-c4ccco4)nc4ccccn34)o2)c1	1	-5	-2	-13	2.3	-2	-14	4	6	-0.3
49	CC(=O)c1ccc(-c2ccc(C(=O)NCC3CCCO3)o2)cc1 (stereo unspecified)	-1	0	1	5	-1.9	-3	10	-8	3	-3.2
50	COc1ccc(S(=O)(=O)NCCC(=O)N2CCCN(C)CC2)cc1	0	5	4	-11	-0.5	2	2	-4	-1	0.1
51	CC(=O)c1cccc(NC(=O)CN(C2CCCCC2)S(C)(=O)=O)c1	7	4	4	14	-3.0	-2	18	15	0	-0.3
